Screening results from PubChem BioAssay.
EPAC2 antag – antagonists of human EPAC2. 360,000 tested, 0.18% active. Potency, µM (titrated, usually from 114 µM), without a hit: at the highest dose activity, negative = inhibition, hits mostly inhibitors. EPAC2 GEF exchange of Rap1B-BODIPY-GDP, fluorescence. Q8WZA2. AID 720708; also: potency is read from the fitted curve at half-maximal effect; % is scaled to controls: 0 for no effect and ±100 for the full control effect; nearly all actives have a fitted effect of over 45% in size; many of its hits are not listed in these tables
Abeta rescue – A-beta toxicity reversal in yeast | yeast expressing A-beta42, growth rescue, OD600, 48 h; response scale: 0% DMSO, 100% iron-clioquinol control | Potency, µM (series often up to 46.1 µM), inactives show top-dose growth rescue, actives largely listed as activators | 410,000 tested, 0.063% active | AID 1347071; also: potency is read from the fitted curve at half-maximal effect; nearly all actives have a fitted effect of over 55% in size
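Yeast growth medium received pinned compounds, then yeast cells expressing toxic A-beta were added; plates incubated at 30 C for 48 hr. Growth read as absorbance at 600 nm, normalized to DMSO and equimolar FeCl3 plus clioquinol controls.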
DRD3 antagonist – D3 dopamine receptor (human) antagonism; max response, negative = inhibition, %; D3R cells, DiscoveRx beta-arrestin luminescence, antagonist mode; stronger effect = lower value; P35462; 360,000 tested, 2.5% active; in the data active = max response below about -50%; inconclusive = no clear call, values can overlap the other calls; also: % is scaled to controls: 0 for no effect and ±100 for the full control effect; mostly tested at two doses, the higher about 12 µM
Target sequence (P35462 whole entry, looked up): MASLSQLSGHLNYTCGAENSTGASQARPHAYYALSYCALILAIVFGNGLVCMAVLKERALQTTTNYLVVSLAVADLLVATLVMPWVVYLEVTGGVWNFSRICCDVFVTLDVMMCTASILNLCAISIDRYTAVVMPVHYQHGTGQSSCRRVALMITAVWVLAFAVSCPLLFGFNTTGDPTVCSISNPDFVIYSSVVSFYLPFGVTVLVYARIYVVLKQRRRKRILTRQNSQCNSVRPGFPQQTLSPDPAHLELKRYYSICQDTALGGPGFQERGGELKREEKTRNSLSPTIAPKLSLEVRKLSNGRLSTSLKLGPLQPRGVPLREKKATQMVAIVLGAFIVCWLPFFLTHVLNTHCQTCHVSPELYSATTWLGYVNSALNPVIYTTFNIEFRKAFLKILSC
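Cells expressing the human receptor were seeded at 1500 cells/well, incubated overnight at 37 degrees C in 5% CO2, then exposed to library compounds with dopamine controls for 90 minutes at 37 degrees C before luminescent detection.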
TDP-43 yeast inh – rescues yeast growth from TDP-43 toxicity; TDP-43 expressing yeast growth rescue, BacTiter-Glo, 24 h; Potency, µM (series often up to 46.1 µM), inactives show top-dose growth rescue (activation), hits mostly activators; 410,000 tested, 1.8% active; also: potency is read from the fitted curve at half-maximal effect; % of control where 0% means no effect; nearly all actives have a fitted effect of over 50% in size
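Cell-based yeast growth screen: TDP-43 expression induced in galactose, inoculum OD600=0.02 after raffinose pregrowth to mid-log. Read-out BacTiter-Glo luminescence at 24 hr, 30 deg C; inhibition of toxicity seen as signal increase.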
EPAC2 agonist – activates human EPAC2 exchange factor. Q8WZA2. Potency, µM (series often up to 154 µM), without a hit: top-dose activation, most hits filed as activators. 360,000 tested, 0.079% active. EPAC2 activation, biochemical qHTS; response scale: 100% = 6.5 mM cAMP response; also: potency is read from the fitted curve at half-maximal effect; nearly all actives have a fitted effect of over 50% in size
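Compounds were titrated in qHTS against a Rap1B-BODIPY-GDP (250 nM) complex with EPAC2 (100 nM) and GDP (50 uM). BODIPY-GDP release tracked at 480/540 nm over 30 min at room temperature, normalized to 6.5 mM cAMP.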
D3 ag – agonists of human D3 dopamine receptor; 410,000 tested, 0.58% active; AID 652048; max activation, %; D3R DiscoveRx beta-arrestin cells, luminescence, 90 min; in the data active = max activation above about 30%; also: 0% is about no effect; mostly tested at two doses, the higher about 12 µM
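Agonist mode: compounds and dopamine controls were applied to plated cells for 90 min at 37 degrees C after an overnight attachment at 1500 cells/well. Luminescent read-out followed 30 - 60 minutes at room temperature with DiscoveRx detection reagent.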
aSyn yeast inh – alpha-synuclein toxicity inhibition in yeast; Yeast expressing alpha-synuclein, growth rescue, BacTiter-Glo, 24 h; AID 652106; 370,000 tested, 0.14% active; Potency, µM (top dose mostly 46.1 µM), for the others: at the top dose growth rescue (activation), most hits filed as activators; also: potency is read from the fitted curve at half-maximal effect; % of control where 0% means no effect; nearly all actives have a fitted effect of over 65% in size
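Readout is rescue of growth in alpha-synuclein-expressing yeast, so inhibitors of toxicity appear as activators. Growth after 24 hr at 30 deg C in galactose medium is quantified by luminescence.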
FUS yeast rescue – FUS proteinopathy suppression in yeast; Potency, µM (doses to about 76.6 µM), for inactives: at the top dose growth rescue (activation), hits mostly activators; AID 1347120; 390,000 tested, 0.24% active; S. cerevisiae FUS-expressing, growth rescue, OD600, 24 h;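 also: potency is read from the fitted curve at half-maximal effect; plate controls were DMSO vehicle for no effect and reference control for full effect; nearly all actives have a fitted effect of over 55% in size; some results filed as inactive show a strong effect at the top dose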
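S. cerevisiae expressing FUS from galactose induction served as the toxicity model. Growth after 24hr at 30C, read as absorbance at 600 nm, indicates suppression of toxicity; compounds dosed at several concentrations.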
Starred values were filed as active, the others as inactive; ? = inconclusive; / = no result given; & = joins results of further samples; [ ] = dose if it differs, or a comment. Unless noted, calls follow the shape of the dose curve; as a rule, active = well fitted curve in the direction sought with a large enough effect; inconclusive = small, poorly fitted or top-dose-only effect, or another doubt; inactive = no such curve, though single readings can be large; an effect the other way counts as inactive or inconclusive. The list is partial (hit frequency here may not be typical).

SMILES	EPAC2 antag	Abeta rescue	DRD3 antagonist	TDP-43 yeast inh	EPAC2 agonist	D3 ag	aSyn yeast inh	FUS yeast rescue
O=C(NC(=S)Nc1cccc2cc(O)ccc12)c1ccccc1Br	-2%	-24%	?	?	10%	-26	-23%	/
CCNc1nnc(-c2ccccc2OC)s1	24%	-9%	0	-16%	6%	11	7%	18%
O=C(NCCCN1CCCC1)c1ccc(CS(=O)(=O)c2ccc(Cl)cc2)o1	0%	-13%	1	3%	16%	0	-2%	-2%
NC(=O)c1ccc(NC(=O)C2CC(=O)N(c3ccc4c(c3)OCCO4)C2)cc1 (stereo unspecified)	-1%	-6%	0	0%	4%	5	-10%	/
COc1cc(C(=O)NNC(=O)C2CC=CCC2C(=O)O)cc(OC)c1OC (stereo unspecified)	-1%	6%	-10	6%	2%	-3	1%	7%
Cc1ccc(NC2=C(c3ccc(C(F)(F)F)cc3)C(=O)c3ccccc32)cc1F	/	0%	/	1%	/	2	/	3%
C=CCNc1nc(Cl)nc(Nc2cc(Cl)ccc2OC)n1	-1%	-6%	2	15%	5%	3	11%	0%
CN1CCN(Cc2cccc(Oc3ccccc3)c2)CC1	6%	9%	-27	-9%	3%	-20	5%	8%
Cc1ccc(C(C)C)c(OC(C)C(=O)NCC2(N(C)C)CCCCC2)c1 (stereo unspecified)	/	-7%	/	13%	/	-11	3%	15%
Cc1ccc(-c2nnc3ccccc3c2C(=O)Nc2cccc(Cl)c2)cc1	/	-7%	/	-4%	/	-10	/	8%
CCOC(=O)C(C)Oc1ccc(C2NC(=O)NC(C)=C2C(=O)Nc2ccccc2C)cc1 (stereo unspecified)	15%	3%	-4	-16%	-5%	7	1%	0%
CC1(C)NC(=O)N(CC(=O)OCC(=O)Nc2cccc(F)c2)C1=O	6%	-7%	1	-6%	-3%	0	-4%	-6%
O=C(Nc1ccccc1N1CCOCC1)C1CCN(S(=O)(=O)c2ccc(Cl)cc2)CC1	1%	-10%	15	4%	-4%	4	4%	-30%
Cn1c(SCc2ccc(F)cc2)nc2ccc(C(=O)NCc3ccc(Cl)cc3)cc21	/	-28%	/	-2%	/	-17	/	1%
Cc1ccc(OCC(=O)NCC(=O)Nc2ccc(F)c(F)c2F)c([N+](=O)[O-])n1	1%	19%	12	8%	-3%	2	-9%	-5%
CN(Cc1ccccc1F)C(=O)CCNC(=O)c1ccc(C(C)(C)C)cc1	-20%	19%	-11	23%	7%	-1	10%	42%
COc1ccc(-c2cc3ncc(-c4ccccc4)c(N)n3n2)cc1	-21%	-1%	0	-14%[0.397 µM]	9%	-5	-2%	-5%
c1ccc(Cn2ccc(-c3cnc(-c4ccccc4)s3)n2)cc1	-6%	-18%	-16	-4%	10%	1	-10%	19%
COc1ccc(NC(=O)c2cc(-c3ccc(C)o3)nc3ccccc23)c(OC)c1	-5%	4%	91	14%	12%	7	4%	8%
CC1CN(c2nc3ccccn3c(=O)c2/C=C(\C#N)S(=O)(=O)c2ccccc2)CC(C)O1 (stereo unspecified)	-2%	17%	-16	1%	5%	4	0%	19%
COC(=O)[C@H](CC(C)C)N(Cc1ccccc1)S(=O)(=O)N(Cc1ccc(OC)cc1)[C@@H](CC(C)C)C(=O)OC	-25%	3%	-21	10%	1%	-3	3%	6%
O=C(NCc1nnnn1-c1ccc(F)cc1)c1ccc(S(=O)(=O)N2CCOCC2)cc1	-5%	6%	0	10%	2%	3	5%	-33%
Cc1nn(Cc2ccccc2)c(C)c1NC(=O)CCCn1nc([N+](=O)[O-])cc1C	-6%	-2%	-4	-10%	11%	6	-9%	13%
COCCNC(=S)N=Nc1c(O)[nH]c2c(C)cc(C)cc12	2%	-6%	-22	17%	-4%	-6	0%	0%
CCCCn1c(-c2ccc(Br)cc2F)nc2c1c(=O)[nH]c(=O)n2CC(C)C	-13%	6%	24	2%	21%	-2	-2%	54%

Going on with the list:
SMILES	EPAC2 antag	Abeta rescue	DRD3 antagonist	TDP-43 yeast inh	EPAC2 agonist	D3 ag	aSyn yeast inh	FUS yeast rescue
Cc1ccc(NC(=O)CCNC(=O)Nc2ccccc2)cc1S(=O)(=O)N(C)C	6%	10%	0	-9%	15%	-8	-7%	-1%
CC(C)(C)NC(=O)C1C(c2ccc(C(F)(F)F)cc2)=Nc2ccccc2N1C(=O)c1cccc2ccccc12 (stereo unspecified)	14%	5%	0	-2%	6%	-7	-3%	-2%
Cc1ccc(CCNC(=O)c2cnc3c(-c4ccc(F)cc4)c(C)nn3c2C)cc1	/	-25%	/	-13%	/	-23	/	-14%
CC(C)Oc1ccc(C2CC(=O)N(c3ccc(C(=O)O)cc3)C2=O)cc1 (stereo unspecified)	-1%	23%	-11	-8%	10%	4	2%	2%
Cn1c(=O)c2[nH]c(CCCCCCCc3nc4ccccc4[nH]3)nc2n(C)c1=O	-7%	-4%	7	16%	1%	2	-3%	2%
O=S1(=O)CC/C(=N/Nc2ccc(C(F)(F)F)cn2)c2cc(F)ccc21	4%	-6%	-14	18%	-2%	-8	0%	6%
CCOCCCNC(=O)C(c1ccc(Cl)cc1)N1CCC2(CC1)OCCO2 (stereo unspecified)	-1%	20%	-55*	18%	4%	-11	-4%	3%
COc1ccc(C(=O)/C=C2/c3ccccc3CC(C)(C)N2C)cc1	1%	15%	-14	-10%	0%	-10	0%	14%
Cc1ccc(S(=O)(=O)NCCC(=O)Nc2ccc(Cl)c(Cl)c2)cc1	-16%	5%	4	16%	-4%	1	-2%	-16%
Cc1ccc(-c2cc(C(=O)N/N=C/c3ccc(Cl)cc3)n[nH]2)o1	-3%	-17%	-15	16%	-13%	-2	-15%	43%
COc1ccc(OC)c(N(CC(=O)N2CCCC2)S(C)(=O)=O)c1	9%	-13%	-7	-11%	-4%	-6	0%	-15%
CCCc1cc(=O)oc2cc(C)cc(O)c12	12%	-27%	40	-18%	-2%	-3	-18%	15%
CC(CN1CCCCC1)OC(=O)Cc1ccc(Cl)cc1 (stereo unspecified)	-9%	1%	-58*	-30%	6%	3	-2%	-18%
COc1ccc(CCC(C)NC2C3CC4CC(C3)CC2C4)cc1 (stereo unspecified)	-10%	-18%	-97*	-22%	1%	-60	-1%	11%
O=C(COC(=O)c1ccccc1OCc1ccccc1Cl)NC1CCS(=O)(=O)C1 (stereo unspecified)	-11%	10%	17	13%	7%	5	2%	14%
CCc1ccccc1NC(=O)Cn1nc(C(F)(F)F)c2c1CCC2	-1%	5%&8%	6	20%&-5%	-5%	8&-3	-4%	4%&-1%
O=c1oc2ccccc2c(O)c1/C=C1\C=Nc2ccccc21	-2%	-93%[inhibitor]	8	-92%[inhibitor]	9%	-2	-63%[inhibitor]	14%
CC1CCN(S(=O)(=O)c2cccc(S(=O)(=O)N3CCCC3)c2)CC1	-10%	6%	-1	22%	-1%	1	5%	4%
NS(=O)(=O)c1ccc(F)c(C(=O)O)c1	7%	0%	0	10%	-1%	7	1%	-39%
CCOC(=O)C1=C(SCC(=O)Nc2ccccc2)NC(=O)C(C#N)C12CCCCC2 (stereo unspecified)	-5%	-1%	27	-6%	5%	-6	-3%	40%
CCC(c1nnnn1Cc1ccc(OC)cc1)N(CCCO)Cc1cc2cc3c(cc2[nH]c1=O)OCO3 (stereo unspecified)	1%	6%	-21	-29%	-1%	3	2%	34%
CC(C)OP(=O)(c1ccc(N(C)C)cc1)C(O)c1ccncc1 (stereo unspecified)	7%	8%	-17	4%	-2%	2	-17%	-1%
CC(C)(C)c1ccc(OCC(=O)O/N=C(\N)c2ccncc2)cc1	-20%	12%	7	19%	3%	6	4%	?
COc1ccc(N(CC(=O)Nc2ccccc2C(F)(F)F)C2=NC3CS(=O)(=O)CC3S2)cc1 (stereo unspecified)	4%	0%	35	15%	2%	4	3%	18%
Cc1cc(C)n(-c2nc3c(c(=O)n(C)c(=O)n3C)n2Cc2cccc(Br)c2)n1	1%	5%	0	-8%	1%	1	-2%	-5%

Structures from the list above that have a nitro group on carbon, in the order listed:
SMILES	EPAC2 antag	Abeta rescue	DRD3 antagonist	TDP-43 yeast inh	EPAC2 agonist	D3 ag	aSyn yeast inh	FUS yeast rescue
Cc1ccc(OCC(=O)NCC(=O)Nc2ccc(F)c(F)c2F)c([N+](=O)[O-])n1	1%	19%	12	8%	-3%	2	-9%	-5%
Cc1nn(Cc2ccccc2)c(C)c1NC(=O)CCCn1nc([N+](=O)[O-])cc1C	-6%	-2%	-4	-10%	11%	6	-9%	13%

Additional entries:
SMILES	EPAC2 antag	Abeta rescue	DRD3 antagonist	TDP-43 yeast inh	EPAC2 agonist	D3 ag	aSyn yeast inh	FUS yeast rescue
OCC1CCCN(c2ncnc3scc(-c4ccccc4)c23)C1 (stereo unspecified)	-20%	-1%	30	?	2%	2	1%	9%
O=C(O)C1CCCN1S(=O)(=O)c1ccccc1 (stereo unspecified)	24%	-4%	21	-2%	-16%	-1	-5%	31%
Clc1ccccc1N=C1NN=C(c2cccs2)CS1	-17%	17%	-3	11µM*	9%	6	8%	-1%
CC(C)(C)NC(=O)/C(=C/c1ccco1)c1ccccc1	5%	19%	-12	16%	-6%	3	3%	23%
COc1cccc(CN(C)C(=O)/C=C/c2ccc(S(=O)(=O)N3CCCCCC3)cc2)c1	-1%	8%	9	14%	8%	-1	11%	?
Cc1ccc(S(=O)(=O)N2CCN(S(=O)(=O)c3cccs3)CC2)cc1	5%	-2%	10	4%	8%	-3	-6%	0%
COCc1c(C(=O)Nc2nnc(C3CC3)s2)oc2ccccc12	2%	-33%[inhibitor]	-11	?	-6%	-2	-2%	30%
O=C(/C=C/c1cc(Br)ccc1F)OCC(=O)N1CCCC1	4%	-1%	6	18%	-1%	-5	4%	/
COc1ccccc1OCC(=O)Nc1c2c(nn1-c1ccc(C)cc1)CS(=O)(=O)C2	4%	-5%	39	6%	5%	6	5%	8%
Cc1cc(CN(C)C(=O)C2CCC(=O)N(CCc3cccc(F)c3)C2)on1 (stereo unspecified)	4%	-11%	-12	-3%	3%	-1	-3%	8%
Cc1cc(NS(=O)(=O)c2ccc3nc(-c4ccccc4)[nH]c3c2)ccc1Br	/	0%	/	22%	/	-11	/	-13%
CCCn1c(=S)[nH]c2ccccc2c1=O	1%	15%	-14	-5%	2%	-8	-1%	31%
O=C(O)Cn1cc(/C=N/Nc2ccc([N+](=O)[O-])cn2)c2ccccc21	-12%	-13%	0	-14%	9%	-33	-9%	51%
c1ccc(CCn2c(C3CC3)nc3ccccc32)cc1	1%	2%	13	-4%	1%	6	2%	17%
